# Source: PubChem (several laboratories)
# NR2E3 ag-1: NR2E3 (human) agonism | Q9Y5X4 | GST-NR2E3/biotin-RetCOR TR-FRET, 1536-well | inhibition of corepressor binding, % at 4.78 µM | hit rate 0.12% among 320,000 | AID 2300;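 active = percent inhibition above the cutoff of mean plus 3 SD of all tested compounds, set per screening campaign, cut at about 20% in these data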;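 also: 0% = DMSO wells and 100% = biotin wells as full block of FRET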
#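 system = GST-tagged NR2E3 plus biotinylated RetCOR corepressor | input = 1.35 nM GST-NR2E3 | also added = 7 nM biotin-RetCOR | schedule = 5 h incubation at 4 °C | measured by = TR-FRET with europium anti-GST and streptavidin-D2, 340 nm excitation | read-out = percent loss of FRET ratio relative to control wells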
# MITF TRPM1 inh: MITF TRPM1 promoter inhibition in SK-MEL-5 cells; SK-MEL-5 TRPM1 promoter luciferase, 24 h; inhibition, % at 12.5 µM; hit rate 0.83% among 330,000; AID 488899;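 active = mean inhibition across replicates of 60% or more, whatever share of single replicates reaches that level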; also: values of inactives mirror those of a sister screen read the other way
# HIF-2a block: blocks HIF-2a reporter activity; 786-0 RCC cells HIF-2a reporter, luciferase luminescence, overnight; inhibition, % at 18.8 µM; hit rate 0.72% among 360,000; AID 624352;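 active = inhibition of the luminescence signal of 40% or more relative to plate controls, in a single-dose primary screen at 18.75 µM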
# hiPSC survival: hiPSC single-cell survival enhancement. ATPlite luminescence; 100% = ROCK inhibitor wells, 0% = DMSO. survival enhancement, % at 20 µM. hit rate 0.044% among 360,000. AID 602274; in the data active = survival enhancement above about 18%;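 also: cells exposed to compounds for 16 hours before the ATP read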
# Peg3 prom inh: inhibitors of Peg3 promoter. inhibition, % at 20 µM. hit rate 1.7% among 360,000. AID 588405. HeLa PEG-Prom luciferase reporter, luminescence, overnight;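 active = inhibition of at least 50% at 20 µM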
# CF NFkB inh: cystic fibrosis NF-kB activation inhibition | KKLEB NF-kB-GFP reporter, PAF-induced, GFP fluorescence overnight | inhibition, % at 5 µM | hit rate 0.86% among 360,000 | AID 588850;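 active = at least 50% inhibition at 5 µM, scaled per plate between neutral and stimulator controls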;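 also: PAF is a Pseudomonas aeruginosa culture filtrate used as stimulus; plate controls were PAF-stimulated DMSO wells for no effect and unstimulated DMSO wells for full effect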
# TRAIL sens C8: sensitizes caspase-8 expressing cells to TRAIL. inhibition (viability loss, TRAIL sensitization), % at 10 µM. NB7+C8 cells + TRAIL, ATPlite viability luminescence. hit rate 1% among 360,000;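 active = compounds causing at least 50% loss of cell viability in the single-dose screen, relative to plate controls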
# Shn3 inh set2: Schnurri-3 reporter inhibition in Clone20 osteoblasts; Clone20 osteoblast Shn3 3'UTR firefly luciferase, 24 h; inhibition, % at 12.5 µM; hit rate 0.52% among 360,000; AID 588674;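 active = mean inhibition of at least 75% with every replicate also reaching 75%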;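 also: 0% = median of neutral control wells and 100% = pilot-screen positive control compound; some compounds past the cut are filed as inactive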
# KKLEB cytotox: counter-screen for CF NF-kB inhibitors: cytotoxicity; KKLEB CF airway cells viability, ATPlite luminescence, overnight; stronger effect = lower value; cells stimulated with P. aeruginosa culture filtrate; hit rate 0.36% among 360,000; AID 602141; activity change (cytotoxicity), % at 5 µM;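 active = corrected activity change at or below -50% at 5 µM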
# NR2E3 ag-2: activates human NR2E3 receptor. inhibition of corepressor binding, % at 3.98 µM. hit rate 0.35% among 360,000. Q9Y5X4. AID 602229. CHO-S Gal4-NCOR/VP16-NR2E3 two-hybrid, luciferase;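 active = inhibition above the mean of all tested compounds plus 3 SD, cut at about 70% in these data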;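 also: 0% = DMSO with NR2E3 transfected cells and 100% = cells lacking NR2E3 construct; higher means lower luciferase signal from less NR2E3 corepressor binding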
# LMP1 NFkB inh: reduces LMP1-driven NF-kappaB luciferase signal; LMP1-induced NF-kappaB luciferase reporter cells, luminescence; inhibition, % at 12.5 µM; hit rate 0.69% among 350,000; AID 504558; in the data active = inhibition above about 41%;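 also: 0% = neutral control wells and 100% = reference inhibitor control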
# Active calls of the source: *; · = no result given.
SMILES,NR2E3 ag-1,MITF TRPM1 inh,HIF-2a block,hiPSC survival,Peg3 prom inh,CF NFkB inh,TRAIL sens C8,Shn3 inh set2,KKLEB cytotox,NR2E3 ag-2,LMP1 NFkB inh
CCCNC(=O)CS(=O)Cc1nc(-c2ccccc2C)oc1C (centres undefined),-3,·,-6,-3.0,-6,14,9,1,15,11,5
CC(C)(C)OC(=O)[C@H](NC(=O)OCc1ccccc1)c1ccccc1,-1,4,12,0.4,2,-23,-1,14,0,10,2
Clc1ccccc1OCCNc1nc(NCC2CC2)nc2ccsc12,·,·,-15,1.4,-8,2,8,65,-8,36,·
CS(=O)(=O)N1CCc2cc(C(=O)Nc3ccc(O)cc3)ccc21,1,7,-37,-0.1,-2,-1,-15,3,-4,21,2
CC(C)CCN1C(=O)c2ccc(C(=O)Nc3cc(C(=O)O)cc(C(=O)O)c3)cc2C1=O,·,8,6,1.1,12,10,3,12,-8,-13,-1
CCOC(=O)c1c(-c2ccccc2)csc1NC(=O)CSc1nncs1,0,4,9,2.1,18,4,5,10,-18,-2,2
Cn1c(=O)[nH]c(NCCc2ccc(O)cc2)c([N+](=O)[O-])c1=O,4,13,11,-0.5,6,-4,-1,-11,4,-10,0
CCSc1nc2c(c(=O)[nH]1)C(c1cccnc1)C(C(=O)OC)=C(C)N2 (centres undefined),4,-1,23,1.6,15,7,0,-9,4,-11,-6
CCCc1nc2ccc(C)cn2c1Cc1ccccc1,·,·,-22,0.8,-135,-4,-3,-47,-10,-27,·
O=C(Cn1nnc(-c2ccc(F)cc2)n1)OCC(=O)c1ccccc1,-2,3,-5,0.4,2,22,-3,2,6,-4,-1
Cc1cc(C)c(/C=C2\C(=O)Nc3ccccc32)[nH]1,-2,15,-39,0.0,-40,-9,18,-9,34,-3,-11
C/C(=N/NC(=O)c1ccco1)c1ccc(NC(=O)c2ccc(F)cc2)cc1,0,-44,-169,0.8,-286,2,22,-48,2,-108,-9
COCCNC(=O)C1CC(=O)N(c2ccc(F)c(Cl)c2)C1 (centres undefined),2,-8,2,3.1,2,18,-5,3,-12,6,4
CC1(C)CC(=O)C=C(c2cccc(O)c2)C1,0,-17,-18,-1.2,-56,4,-8,6,-33,-4,7
CC1(C(=O)NS(=O)(=O)c2ccc(Cl)cc2)CCN1C(=O)Cc1cccs1 (centres undefined),·,·,7,-3.2,4,-7,8,-2,2,-19,·
CCCCCCc1cc2cc(C(=O)Nc3ccccc3OC)c(=O)oc2cc1O,2,3,9,-0.8,3,54*,44,-2,-42,-21,12
Cc1c(NS(=O)(=O)c2cc(C(=O)NCCN(C)C)ccc2Cl)c(=O)n(-c2ccccc2)n1C,15,-3,19,0.4,12,19,31,6,-4,-22,-2
CC1=NN(C(N)=S)C(=O)C1N=Nc1cccc(Cl)c1C (centres undefined),-3,-51,-263,0.7,-146,-20,-4,-72,3,13,-16
COc1ccc(C(=O)Nc2ccccc2C(=O)N2CCN(c3ccccc3)CC2)cc1,·,-1,-9,-0.2,-8,-7,2,-21,1,-7,7
Cc1ccc(Cl)cc1NC(=O)COC(=O)C1CC1,0,-5,9,2.4,18,-1,-9,7,-5,-6,-5
Cc1ccc(NC(=O)c2sc(N)nc2-c2ccccc2)cc1C,-1,8,-3,-0.9,10,-28,-4,-25,18,-6,-12
CCOC(=O)C1CCN(S(=O)(=O)c2ccc(OCC)cc2)CC1,-2,8,4,-1.7,-13,0,-4,15,-21,7,4
O=C(Cn1c(=O)ccn(Cc2ccccc2)c1=O)Nc1cccc(S(=O)(=O)N2CCOCC2)c1,·,6,14,-0.4,17,-11,-5,21,-2,-26,-3
COCCNc1oc(Cc2cccc3ccccc23)nc1C#N,3,6,16,-0.2,11,14,-2,22,-3,-10,-10
CC1=CC(C)(C)n2c(O)c(N=NC(N)=S)c3cccc1c32,0,3,5,-1.1,24,-1,2,-21,-9,-39,-11

# Additional structures
SMILES,NR2E3 ag-1,MITF TRPM1 inh,HIF-2a block,hiPSC survival,Peg3 prom inh,CF NFkB inh,TRAIL sens C8,Shn3 inh set2,KKLEB cytotox,NR2E3 ag-2,LMP1 NFkB inh
CN(C)Cc1c(C(=O)N/N=C/c2cccc3ccccc23)nnn1-c1nonc1N,0,7,4,-0.3,1,23,24,-13,5,-1,-1
Cc1ccc(S(=O)(=O)N2CCN(C(=O)CN3C(=O)CNC3=O)CC2)cc1,-1,8,1,-0.5,0,7,-8,-11,-4,1,-4
CN(C)/C=C1\Oc2ccc3ccccc3c2C1=O,0,-66,-318,-1.2,-265,-20,2,27,0,-51,-28
COc1ccccc1CNC(=O)C(NS(=O)(=O)c1cccc2nsnc12)C(C)C (centres undefined),3,-6,3,-0.8,5,2,8,14,-4,-27,-2
Cc1ccc(CN2CCSc3sccc3C2=O)cc1,2,-2,5,2.5,-3,7,-5,8,-3,1,3
CCN(c1ccccc1)S(=O)(=O)c1cc(NC(=O)CSc2n[nH]c(=O)[nH]c2=O)ccc1Cl,1,10,16,-0.2,4,-7,0,1,4,-19,3
O=C(c1cc(-c2ccccc2)nc2ccccc12)N1N=C(C(F)F)CC1(O)C(F)F (centres undefined),5,-15,10,0.0,19,7,-11,-3,4,18,-8
Cc1cc(NC(=O)c2ccc(NC(=O)C3CCCO3)cc2)ccc1Br (centres undefined),2,-28,-292,0.1,-229,-14,20,-15,6,-105,12
CCC12CC3CC(C1)CC(C(=O)Nc1nn[nH]n1)(C3)C2,4,1,7,-4.8,1,2,-7,12,4,15,-3
Clc1ccc2nc(CSc3ncn[nH]3)cn2c1,0,-23,-121,0.4,-57,12,-3,-29,11,-33,-4
CC(C)C(OC(=O)c1cccs1)C(=O)NC1CCCCC1 (centres undefined),1,-20,7,-3.3,17,-5,-9,12,-6,-5,-10
COc1ccc(S(=O)(=O)Nc2cccc(NC(C)=O)c2)cc1,-2,-4,3,1.2,16,-4,-3,-11,2,-2,-1
O=C(NC(Cc1ccccc1)C(=O)O)/C(=C/c1ccc(F)cc1)NC(=O)c1ccccc1 (centres undefined),2,-2,13,0.1,12,-10,-4,-4,-1,5,-6
CS(=O)(=O)N1CCN(c2ccccc2NC(=O)Nc2cccc(Cl)c2)CC1,3,-9,-45,-0.5,-6,-19,-8,4,-2,-27,2
Cc1ccc(NC(=O)c2cc(N3C(=O)C=CC3=O)ccc2Cl)cc1C,-3,13,29,-0.3,80*,21,2,4,4,-45,-5
CCC(C)(C)c1nnc(NC(=O)c2ccc([N+](=O)[O-])cc2)s1,0,-66,-90,1.8,-95,2,-4,-30,4,3,-18
COc1ccc(CCNC(=O)COC(=O)/C=C/c2cccs2)cc1OC,1,7,23,0.9,7,-8,0,-1,4,-7,-8
COCCNC(=O)C(OC(=O)c1cccs1)c1ccc(F)cc1 (centres undefined),-4,1,3,-0.7,15,10,2,-18,8,-10,7
CC(=O)c1c(C)[nH]c(C(=O)N(C)C(c2ccccc2)c2ccccc2)c1C,0,10,15,4.7,15,5,-5,1,-12,-20,1
O=C1OCCC1Sc1nnc(-c2cccs2)n1Cc1ccccc1 (centres undefined),4,-1,12,-1.8,16,12,-5,8,-4,-16,4
COc1cccc(NC(=O)c2ccco2)c1,0,-48,-139,4.7,-133,11,-1,-18,0,-27,-5
COc1cccc(C(=O)Nc2ccccc2C(=O)N2CCCC2)c1,1,-10,12,2.1,11,-6,1,3,10,-2,-2
O=C(COC(=O)c1ccc(Oc2ccccc2)cc1)Nc1nnc(-c2ccccc2)o1,-3,3,18,-5.2,-2,-11,11,-7,-6,5,-13
CCN(CCNC(=O)C1CC(=O)N(CCc2ccccc2)C1)c1ccccc1 (centres undefined),6,1,8,9.8,15,8,-12,0,2,3,-10
CN1CC(=O)N(CC(=O)NCc2ccc(F)cc2)c2ccccc2C1=O,3,10,12,-1.1,2,-14,-17,-3,8,-3,5

# Later entries
SMILES,NR2E3 ag-1,MITF TRPM1 inh,HIF-2a block,hiPSC survival,Peg3 prom inh,CF NFkB inh,TRAIL sens C8,Shn3 inh set2,KKLEB cytotox,NR2E3 ag-2,LMP1 NFkB inh
COc1ccc(Cl)cc1C(=O)Nc1cccnc1,1,-5,-7,2.0,-14,5,-4,-1,2,-18,-7
COc1ccc(/C=C/C(=O)NNC(=O)c2cc(C)oc2C)cc1,1,1,-4,0.8,-8,-3,-16,-19,9,3,1
CC(=O)N1CCC(=NNc2ccc(S(N)(=O)=O)cc2[N+](=O)[O-])CC1,-1,7,14,0.1,3,3,11,-5,-3,-7,-6
CN1C(=O)[C@@H]2[C@H](C1=O)[C@@H]1C(=O)Nc3ccccc3C(=O)N1[C@@H]2c1ccc(Br)cc1,0,15,-2,-1.7,3,7,-23,-6,-2,-14,-5
Cc1ccccc1NC(=O)NC1(C(=O)N2CCCC2)CCCCC1,2,4,14,1.1,10,-2,4,-5,0,7,4
N#Cc1ccccc1OCC(=O)NCc1ccccc1CN1CCCC1,1,-12,3,-0.5,-4,-28,27,-25,36,5,-9
CCOC(=O)C1CCN(C(=O)CN2C(=O)CSc3ccc(S(=O)(=O)N4CCOCC4)cc32)CC1,1,-4,2,1.7,1,-6,-5,-5,8,-5,-10
CC12CCC(=O)N1C(C(=O)Nc1ccc(Cl)c(Cl)c1)CS2 (centres undefined),0,-15,16,-0.1,9,-4,-6,6,5,-33,1
Cc1nn(-c2ccccc2)c(Cl)c1/C=C1/C(=N)N2N=C(C(C)C)SC2=NC1=O,0,11,2,-0.7,6,-7,-2,19,-9,10,-6
CCOC(=O)C1CCN(C(=O)CSCc2nc(-c3ccc(OCC)cc3)oc2C)CC1,-2,16,21,-1.0,4,-7,11,35,0,-7,4
CCCn1c(N)c(C(=O)CN(C)CC(=O)Nc2ccc(F)cc2)c(=O)[nH]c1=O,1,9,18,-2.0,6,10,-4,11,-4,-25,-7
CN(CCCC(=O)Nc1ccc(Br)cc1F)S(=O)(=O)c1ccccc1,4,-6,9,-0.2,7,-2,-2,-9,-1,-2,0
CC(C)(C)NC(=O)COC(=O)c1ccc(F)cc1Cl,5,-25,0,-2.7,-42,-6,-2,-14,5,-3,-16
CCOC(=O)c1ccc(NC(=O)CCc2nnc3ccc(N4CCN(C)CC4)nn23)cc1,-2,0,10,0.1,-7,18,10,-38,5,-5,-12
O=C(Nc1ccc(SC(F)F)cc1)c1cc(-c2ccncc2)nc2ccccc12,4,4,20,0.8,31,-15,19,7,-8,-10,-3

# Exported with bars between the fields: part of the list above.
Structure | NR2E3 ag-1 | MITF TRPM1 inh | HIF-2a block | hiPSC survival | Peg3 prom inh | CF NFkB inh | TRAIL sens C8 | Shn3 inh set2 | KKLEB cytotox | NR2E3 ag-2 | LMP1 NFkB inh
CC(=O)N1CCC(=NNc2ccc(S(N)(=O)=O)cc2[N+](=O)[O-])CC1 | -1 | 7 | 14 | 0.1 | 3 | 3 | 11 | -5 | -3 | -7 | -6
CN1C(=O)[C@@H]2[C@H](C1=O)[C@@H]1C(=O)Nc3ccccc3C(=O)N1[C@@H]2c1ccc(Br)cc1 | 0 | 15 | -2 | -1.7 | 3 | 7 | -23 | -6 | -2 | -14 | -5
Cc1ccccc1NC(=O)NC1(C(=O)N2CCCC2)CCCCC1 | 2 | 4 | 14 | 1.1 | 10 | -2 | 4 | -5 | 0 | 7 | 4

# The list is partial; the hit share may differ from the screen's.
